# CHT inh – inhibitors of human choline transporter CHT | Q9GZV3 | CHT-expressing cells, membrane potential dye, choline response; hits give low values | B-score at 10 µM | hit rate 0.86% among 310,000;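 active means B-score over 3 SD under the library average, and starting fluorescence ratio not unusually high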;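 further: choline stimulus applied at its EC90 after an EC20 pre-addition; B-score computed on integrated fluorescence ratio after choline addition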
# Target sequence (Q9GZV3 whole entry, looked up): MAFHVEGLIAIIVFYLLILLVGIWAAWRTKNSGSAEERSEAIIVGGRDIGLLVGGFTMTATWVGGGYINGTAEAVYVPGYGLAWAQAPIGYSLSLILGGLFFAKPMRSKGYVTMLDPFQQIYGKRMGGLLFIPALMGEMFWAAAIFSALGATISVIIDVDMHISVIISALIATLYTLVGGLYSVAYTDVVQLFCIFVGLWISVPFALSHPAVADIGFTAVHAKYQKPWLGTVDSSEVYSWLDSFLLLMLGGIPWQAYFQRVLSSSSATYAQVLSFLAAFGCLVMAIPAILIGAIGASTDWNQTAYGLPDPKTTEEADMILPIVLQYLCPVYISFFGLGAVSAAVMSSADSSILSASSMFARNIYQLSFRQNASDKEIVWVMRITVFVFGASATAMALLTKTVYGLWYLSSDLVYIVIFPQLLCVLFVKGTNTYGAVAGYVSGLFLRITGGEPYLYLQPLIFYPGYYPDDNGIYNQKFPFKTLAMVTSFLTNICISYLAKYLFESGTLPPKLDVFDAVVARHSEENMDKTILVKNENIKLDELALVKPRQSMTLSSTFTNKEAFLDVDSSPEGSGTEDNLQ
# KCNQ2 block – KCNQ2 potassium channel inhibitors, primary screen, cell-based, CHO-K1, FluxOR thallium flux, B-score (AID 2156) | 20 min; hits give low values | hit rate 1.1% among 310,000 | O88943 | B-score at 10 µM;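 active means fluorescence ratio B-score at most minus 3 library SDs, with starting brightness B-score within 2 library SDs, cut at about -5.5 in these data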
# Kir21 block – Kir2.1 (mouse) channel inhibition. P35561. HEK293-Kir2.1, FluxOR thallium flux fluorescence; hits give low values. B-score at 10 µM. hit rate 0.85% among 310,000. AID 1672;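 active means fluorescence ratio B-score at or below minus 3 SD of library scores, with starting-brightness B-score within 2 SD, cut at about -4.2 in these data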;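 further: channel flux triggered by added potassium and thallium sulfate stimulus; B-score of peak minus minimum fluorescence over baseline after thallium stimulus; more negative B-score means stronger Kir2.1 block with less thallium influx; some compounds called inactive have numbers as strong as hits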
# Target sequence (P35561 whole entry, looked up): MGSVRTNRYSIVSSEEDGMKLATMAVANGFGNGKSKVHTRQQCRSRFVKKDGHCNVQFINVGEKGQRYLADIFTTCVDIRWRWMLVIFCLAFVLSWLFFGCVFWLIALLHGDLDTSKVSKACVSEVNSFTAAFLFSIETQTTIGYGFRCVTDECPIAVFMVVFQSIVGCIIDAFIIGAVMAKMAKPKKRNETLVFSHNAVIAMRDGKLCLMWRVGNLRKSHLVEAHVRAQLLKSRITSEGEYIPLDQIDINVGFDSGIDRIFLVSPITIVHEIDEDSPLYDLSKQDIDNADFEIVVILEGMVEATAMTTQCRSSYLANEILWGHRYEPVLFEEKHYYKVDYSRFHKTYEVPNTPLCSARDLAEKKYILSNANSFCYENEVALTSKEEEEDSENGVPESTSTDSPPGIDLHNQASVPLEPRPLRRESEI
# An asterisk follows results filed as active; i = inactive; . = no result given.
CHT inh | KCNQ2 block | Kir21 block | Compound
. | i | -0.09 | CCN(CC)C1CCN(C(=O)c2ccc3nc(Cc4ccc(OC)cc4)oc3c2)C1 (configuration not stated)
i | i | 1.6 | Nc1nnc(SCC(=O)Nc2cc(S(=O)(=O)N3CCOCC3)ccc2Cl)s1
i | i | 1.9 | COc1ccc(N2CC(O)(c3ccc(C)cc3)[N+]3=C2CCCC3)cc1 (configuration not stated)
i | i | 0.09 | N#CC1=C(SCC(=O)Nc2ccc(C(=O)O)cc2)NC(=O)CC1c1ccco1 (configuration not stated)
i | i | -1.2 | O=c1nc(N2CCCCC2)nc(Nc2ccccc2)[nH]1
i | i | -0.36 | CC(NC(=O)c1ccc(F)cc1)C(=O)NC1=NCCS1 (configuration not stated)
i | i | 1.5 | CC(C)C(NC(=O)C12CC3CC(CC(C3)C1)C2)C(=O)O (configuration not stated)
i | i | 0 | CC1CCN(C(=O)c2ccc(CS(=O)(=O)Cc3ccccc3)cc2)CC1
i | i | 0.23 | CC(=O)Nc1ccc(/C=C2\CCc3ccccc3C2=O)cc1
i | i | -1.6 | O=C(CNC(=O)c1ccc(Br)o1)OCC(=O)c1cccc([N+](=O)[O-])c1
i | i | 1 | O=C(c1cc2ccccn2n1)N1CCN(Cc2ccccc2)CC1
i | i | 0.03 | CN1CCN(CC(O)Cn2c3ccccc3c3ccccc32)CC1 (configuration not stated)
i | i | -1.3 | COc1cc(-c2nnc(SCC(=O)NC3CCCC3)n2C)cc(OC)c1O
i | i | -0.03 | CC(C)C1N=C2c3ccccc3N=C(SCC(=O)NCCc3ccc(S(N)(=O)=O)cc3)N2C1=O (configuration not stated)
i | i | -1.3 | CC(=O)Nc1nnc(SCC(=O)NC(C)(C)C)s1

# Part of the list above in order of length of the SMILES, lowest first:
CHT inh | KCNQ2 block | Kir21 block | Compound
i | i | 0.03 | CN1CCN(CC(O)Cn2c3ccccc3c3ccccc32)CC1 (configuration not stated)
i | i | 0.23 | CC(=O)Nc1ccc(/C=C2\CCc3ccccc3C2=O)cc1
. | i | -0.09 | CCN(CC)C1CCN(C(=O)c2ccc3nc(Cc4ccc(OC)cc4)oc3c2)C1 (configuration not stated)

# 4 entries from above, ordered by the value under Kir21 block, high to low:
CHT inh | KCNQ2 block | Kir21 block | Compound
i | i | 1.5 | CC(C)C(NC(=O)C12CC3CC(CC(C3)C1)C2)C(=O)O (configuration not stated)
i | i | 1 | O=C(c1cc2ccccn2n1)N1CCN(Cc2ccccc2)CC1
i | i | 0.09 | N#CC1=C(SCC(=O)Nc2ccc(C(=O)O)cc2)NC(=O)CC1c1ccco1 (configuration not stated)
i | i | -1.3 | COc1cc(-c2nnc(SCC(=O)NC3CCCC3)n2C)cc(OC)c1O

# The list goes on.
CHT inh | KCNQ2 block | Kir21 block | Compound
i | i | 0.02 | COC(=O)c1nc(N)sc1-c1ccc(Cl)cc1
i | i | 0.01 | COc1ccccc1C(=O)NC(=O)COC(=O)C1CC1
i | i | 0.01 | COc1nc(-c2ccccc2)ccc1-c1noc(-c2ccco2)n1
i | i | 1.2 | Cc1ccc2occ(/C=N/NC(=O)c3ccccc3Br)c(=O)c2c1
i | i | -1.4 | COC(=O)[C@@H]1C[C@H]2CC[C@H](O)C[C@H]2N1Cc1ccccc1OC(=O)c1cccs1
i | i | -0.55 | Cc1ccc(NC(=O)CSCc2ccc(F)cc2)cc1
. | i | -4.2 | CC(=O)c1ccc2c(c1)c(C#N)c1ccccc1[n+]2[O-]
i | i | 1.3 | O=C1N/C(=C\c2ccc(N3CCOCC3)c(F)c2)C(=O)N1Cc1ccccc1
i | i | 0.45 | CN(C)N1C(N)=C(C#N)C(c2ccccc2F)C2=C1CC(C)(C)CC2=O (configuration not stated)
i | i | 0.04 | CCOC(=O)c1c(NC(=O)CN2CCCCC2)sc(CN(C)C)c1-c1ccccc1
i | i | -1.4 | Cc1cccc(C)c1NC(=O)C(c1ccccc1)N1CCC1=O (configuration not stated)
i | i | -0.11 | Cc1ccc(NC(=O)C2CC(Cl)=CCC2C(=O)O)c([N+](=O)[O-])c1 (configuration not stated)
i | i | 2.3 | COc1ccc(COC(=O)NC2CCN(S(=O)(=O)c3ccc(OC)cc3)CC2)cc1
i | i | -0.68 | Cc1cc(C)n(-c2ccc(F)cc2)c(=O)c1C#N
i | i | 1.6 | COCCN(C(=O)COC(=O)CCCOc1ccccc1)c1c(N)n(Cc2ccccc2)c(=O)[nH]c1=O
i | i | 2.6 | CCCCn1c(N)c(N(CCOC)C(=O)COC(=O)COc2cc(C)ccc2Cl)c(=O)[nH]c1=O
i | i | 1.5 | COc1ccc(C(=O)NC2CCN(S(=O)(=O)Cc3ccccc3)CC2)c(OC)c1
i | i | 0.23 | O=C(CSc1nc2ccccc2nc1SCC(=O)N1CCCCC1)N1CCCCC1
i | i | -1.8 | CCCCNC(=O)c1cn(CC(C)C)c(=O)c2c1c1ccccc1n2C
i | i | -0.01 | Cc1ccc(NC(=S)N2CCc3[nH]c4ccccc4c3C2)cc1
i | i | 0.17 | O=C1c2ccccc2C(=O)N1CCCc1cn(C[C@H]2CC[C@@H]([C@@H]3CC[C@H](Cn4cc(CCCN5C(=O)c6ccccc6C5=O)nn4)O3)O2)nn1
i | i | -1.8 | COc1ccc(C(C)C)cc1S(=O)(=O)NCC1CCCO1 (configuration not stated)
i | i | -0.72 | O=C(NCc1ccccc1)c1ccc(N2C(=O)C3CCCCC3C2=O)cc1 (configuration not stated)
i | i | -0.17 | COc1ccc(-c2nnn(CC(=O)N3CCN(c4ccccc4OC)CC3)n2)cc1
i | i | 0.78 | COc1cc(OC)c(C(=O)OCC(=O)N(Cc2ccccc2)C(C)(C)C)cc1OC
i | i | 1.6 | O=C1C2C3C=CC(C3)C2C(=O)N1/N=C/c1cn(Cc2ccccc2)c2ccccc12 (configuration not stated)
i | i | -0.13 | CN1C(=O)[C@H]2[C@@H](/C=C/c3ccccc3)N3C(=O)CN(Cc4ccc(-c5ccccc5)cc4)C(=O)[C@@]3(Cc3ccccc3)[C@H]2C1=O
i | i | 0.09 | COc1cccc2c(=O)c(SC(F)(F)C(F)C(F)(F)F)c(C)[nH]c12 (configuration not stated)
i | i | -3 | CCN(c1ccccc1)S(=O)(=O)c1ccc2c(c1)N(C(C)=O)CCS2
i | i | 0 | CCN1C(=O)[C@H]2[C@@H](c3ccc(-c4cccc(Cl)c4)cc3)N[C@@](C)(C(=O)OC)[C@H]2C1=O
i | i | 0.02 | Cc1ccc(NC(=O)CSc2nnc(-c3ccncc3)o2)cc1
i | i | 0.91 | CCCCCCNc1c([N+](=O)[O-])cc(C)cc1[N+](=O)[O-]
i | i | 0.46 | Nc1nnc(-c2ccccc2F)s1
i | i | -0.02 | Cc1onc(C(=O)NCc2ccc(F)cc2)c1[N+](=O)[O-]
i | i | 0.53 | Cc1ccc(CNC(=O)CN2CCN(Cc3ccc(C)cc3)C2=O)cc1
i | i | -1.4 | C=CCn1c(COc2ccc(F)cc2)nnc1SCC(=O)NC1CCS(=O)(=O)C1 (configuration not stated)
i | i | 0.27 | N#C/C(=C\c1ccc2c(c1)OCO2)C(N)=S
i | i | 0.94 | C=CCc1cccc(C=Nc2cc(Br)ccc2O)c1O
i | i | -0.99 | CC(C)OCCCNC(=S)Nc1ccc2nc3n(c(=O)c2c1)CCCCC3
i | i | 1.1 | CC(OC(=O)c1cn(-c2ccccc2)nc1-c1cccnc1)C(N)=O (configuration not stated)
i | i | -0.1 | CN(C)C(CNc1ccc(S(C)(=O)=O)cc1[N+](=O)[O-])Cc1ccccc1 (configuration not stated)
i | i | -0.09 | O=S(=O)(CCN1C=CC(C(F)(F)F)=NCC1)c1ccc(Cl)cc1Cl
i | i | 0.56 | COC(=O)c1c(SCc2ccc(C#N)cc2)nc(=O)[nH]c1C
i | i | -1.4 | COc1cc(NC(=O)CN2C(=O)COc3ccc(S(=O)(=O)N4CCOCC4)cc32)cc(OC)c1
i | i | 0.39 | CCN(CC)C(=O)Cn1cc(S(=O)(=O)Cc2cccc([N+](=O)[O-])c2)c2ccccc21

# Single records, from the list above. Order of values: CHT inh | KCNQ2 block | Kir21 block
# O=c1nc(N2CCCCC2)nc(Nc2ccccc2)[nH]1 is listed as i | i | -1.2
# COC(=O)c1c(SCc2ccc(C#N)cc2)nc(=O)[nH]c1C is listed as i | i | 0.56

# More records
CHT inh | KCNQ2 block | Kir21 block | Compound
i | i | 1.2 | O=C(CCSc1ccccc1)Nc1nccs1
i | i | 1.8 | COc1ccc(CCNC(=O)CSc2nc3ccsc3c(=O)n2CC2CCC(C(=O)O)CC2)cc1OC (configuration not stated)
i | i | -0.55 | O=C(Cc1cccs1)N1CCC(c2nc3c(nnn3Cc3ccccc3)c(=O)[nH]2)CC1
i | i | -0.13 | Cc1ccc(S(=O)(=O)Nc2nc(C)cc(-n3nc(C)cc3C)n2)cc1
i | i | 0 | CCOC(=O)C1CCN(c2nc3ccccc3n2CC(=O)c2ccccc2)CC1
i | i | -0.05 | COc1ccc(C(=O)c2sc(Nc3cccc(OC)c3)c(C(=O)Nc3cccc(C)c3C)c2N)cc1
i | i | -0.29 | CCC1CCCCN1C(=O)COC(=O)CN(C)S(=O)(=O)c1ccc(NC(C)=O)cc1 (configuration not stated)
i | i | 0.92 | Cc1cccc(NC(=O)C(C)SCc2ccccc2)c1 (configuration not stated)
i | i | 2.9 | COc1cccc(N/C(N)=N/c2nc(CSc3ccccn3)cc(=O)[nH]2)c1
i | i | 0.3 | Cc1nc([N+](=O)[O-])c(C(=O)OCc2ccc(C#N)cc2)n1C
i | i | -0.35 | CCCCn1c(N)c(N(CC)C(=O)c2ccc([N+](=O)[O-])c(C)c2)c(=O)[nH]c1=O
i | -5.8* | -1.3 | CCOc1ccccc1NC(=O)C(OC(=O)c1cc(C)oc1C)c1ccccc1 (configuration not stated)
i | i | 0.11 | CC1(C(=O)NC2CCCCCCC2)CCC(=O)N1Cc1cccnc1 (configuration not stated)
i | i | -0.05 | COc1ccc(/C=C/c2ccc3c(Br)ccc(O)c3n2)cc1
i | i | 0.32 | Cc1noc(C(=O)N2CCN(c3ccc(F)cc3)CC2)c1Cl
i | i | 2.4 | CC(=O)Oc1cccc(C(=O)Nc2ccc3c(c2)C(=O)N(CC2CCCO2)C3=O)c1 (configuration not stated)
i | i | -3.1 | Cc1ccc(NC2CCCN(C(=O)C3CCCCC3)C2)cc1C (configuration not stated)
i | i | 0.07 | CCOC(=O)c1ccc(NC(=O)CN2C(=O)NC3(CCC(C)CC3)C2=O)cc1 (configuration not stated)
i | i | -1.4 | O=C(CSc1nnc(-c2ccccc2)o1)Nc1ccccc1F
i | i | 1.4 | O=C(Cc1ccc(F)cc1)N1CCC(CC2CC(c3ccc(Cl)cc3)=NO2)(C(=O)NCC2CCCCC2)CC1 (configuration not stated)
i | i | 1.2 | CC(C)(OC1OC(CO)C(O)C(O)C1O)[C@H]1Oc2ccc3ccc(=O)oc3c2[C@H]1O (some centres not stated)
i | i | 0.28 | O=C(CCc1ccc(S(=O)(=O)N2CCOCC2)cc1)Nc1ccc2c(c1)OCCO2
i | -12* | -1.4 | CCOC(=O)c1c(C)nc2c(c1-c1ccccc1)C(=O)c1ccccc1-2
i | i | 0.49 | COc1ccc(CCNC(=O)C2CCN(S(=O)(=O)N3CCCCCC3)CC2)cc1OC
i | i | 1.5 | CCOC(=O)C(C)Oc1ccc(NC(=O)C(Cl)(Cl)Cl)cc1 (configuration not stated)
i | i | 1.1 | CC(C)c1ccc(C2C3=C(COC3=O)Nc3cc4c(cc32)OCO4)cc1 (configuration not stated)
i | i | -0.26 | CCn1cc(C(=O)NCc2ccc3c(c2)OCO3)c(=O)c2cc(S(=O)(=O)N(C)C)ccc21
i | i | 2.4 | COc1ccc(NC(=O)CSCC(=O)N=c2sccn2C)cc1
i | i | -4.1 | CCN(CC)CCCN(C(=O)c1cccs1)c1nc(-c2ccc(OC)cc2)cs1
i | i | 0.5 | Cc1ccc(NC(=S)NCc2cccs2)cc1
i | i | 0.23 | COC(=O)c1cccc(NC(=S)N2CCCCC2)c1
i | i | -3.1 | CCN(CC)CCCNC(=O)c1cc(Sc2nnc(C)s2)nc2ccccc12
-11* | i | 1.1 | CC(=O)OC1CC2(C)/C(=N\O)CCC2C2CCc3cc(O)ccc3C12 (configuration not stated)
i | i | -0.37 | O=C(/C=C/c1ccccc1Cl)NCCc1ccccc1
i | i | 0.18 | CCCC(=O)Nc1cc(=O)[nH]c2ncnn12
i | i | -1.3 | CCCCCCNC(=O)CCc1nc2cccnc2n1Cc1ccc(OC)cc1
i | i | 0.6 | Cc1occc1-c1nnc(SCC(N)=O)n1Cc1ccccc1
-7.5* | i | 0.75 | CC(C)(C)C(=O)Nc1scc(-c2ccc(-c3ccccc3)cc2)c1C(=O)O
i | i | -0.3 | CCOc1ccc(C(CC(=O)O)NC(=O)COc2ccccc2)cc1OC (configuration not stated)
i | i | 1.2 | COc1cc(/C=N/n2cnnc2)ccc1OCCSc1ccc(C)cc1
i | i | -1.2 | CN1C(=O)c2ccccc2NC(=O)[C@]12O[C@@H]2c1cccc(O)c1
i | i | -1.5 | CCCCN(C(=O)CSc1nnc(-c2ccccc2OC)n1C)c1c(N)n(Cc2ccccc2)c(=O)[nH]c1=O
i | i | -0.52 | Cc1ccc(S(=O)(=O)Nc2ccc(=O)n(Cc3ccc(Cl)c(Cl)c3)c2)cc1
i | i | -1.3 | Cc1nc2scc(C)n2c(=O)c1S(=O)(=O)NCCc1ccccc1
i | i | 0.08 | N#Cc1ccc(NC(=O)Nc2cccc(C#N)c2)cc1
i | i | 0.02 | C=CCNC(=O)c1ccc(CN2CCC(Cc3ccccc3)CC2)cc1
i | i | 0.08 | COC(=O)c1ccc2c(=O)n(CCCCCC(=O)N3CCN(c4ccccc4)CC3)c(=O)[nH]c2c1
i | i | -0.14 | O=C(CCSc1ccccc1)Nc1ccccc1C(=O)N1CCCC1
